# From PubChem
# Anesthetic bind: binds horse apoferritin like a general anesthetic. P02791. apoferritin/1-aminoanthracene competitive binding, fluorescence. Potency, µM (highest dose often 77.5 µM), without a hit: at the top dose activity change, negative = displacement, actives largely listed as inhibitors. 0.074% of 350,000 active. AID 485281; also: potency is read from the fitted curve at half-maximal effect; % is scaled to controls: 0 for no effect and ±100 for the full control effect; nearly all actives have a fitted effect of over 20% in size
# Target sequence (P02791 2-175 limits assumed): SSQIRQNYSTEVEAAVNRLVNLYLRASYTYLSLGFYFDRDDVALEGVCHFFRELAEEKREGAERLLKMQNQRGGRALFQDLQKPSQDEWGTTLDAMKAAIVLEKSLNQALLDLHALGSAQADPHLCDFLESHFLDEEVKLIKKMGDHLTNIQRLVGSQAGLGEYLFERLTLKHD
#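 Concentration-response curves derived by four-parameter Hill fitting of normalized fluorescence, where compounds displaced 1-AMA from 10 uM horse apoferritin following a brief 10 min room-temperature incubation; propofol titration acted as positive control.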
# LDHA inh: LDHA (human) enzyme inhibition. 0.15% of 480,000 active. AID 1347041. P00338. purified LDHA, NADH/diaphorase-resazurin fluorescence; stronger effect = lower value. activity change, % (values are at about 110 or 230 µM); in the data active = activity change below about -30%; inconclusive = mostly about -25% to -30%;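 also: plate controls were DMSO wells for no effect and wells without enzyme for full effect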
#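 LDH5 2 nM; NADH 0.06 mM, pyruvate 0.2 mM; 200 mM Tris pH 7.4, EDTA, Tween-20; 5 min RT. Detection: diaphorase 0.133 mg/mL + resazurin 37 µM, fluorescence ex540/em590 at 0 and 20 min; normalized to enzyme-free and DMSO wells.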
# POLH inh: blocks human DNA polymerase eta activity; AID 588591; Potency, µM (doses to about 114 µM), for the others: at the highest dose activity change, negative = inhibition, actives largely listed as inhibitors; recombinant Pol eta, fluorescent DNA replication assay; 1.2% of 390,000 active; also: potency is read from the fitted curve at half-maximal effect; % is scaled to controls: 0 for no effect and ±100 for the full control effect
#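 Pol eta (10 nM) was preincubated with compounds for 15 min at room temperature, after which fluorescent replication substrate (50 nM final) was added to start the reaction. Fluorescence was read kinetically at 0 and 10 min.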
# POLI inh: inhibitors of human DNA polymerase iota; Pol iota fluorescent replication assay, 10 min; Potency, µM (highest dose often 115 µM), for inactives: at the highest dose activity, negative = inhibition, usual class: inhibitors; 1% of 390,000 active; AID 588590; also: potency is read from the fitted curve at half-maximal effect
#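 Pol iota at 10 nM preincubated 15 min with compounds at room temperature; reaction started with fluorescent substrate, 50 nM final. Fluorescence read kinetically at 0 and 10 min; buffer-only wells as negative control.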
# POLB inh: inhibitors of human DNA polymerase beta | 1.3% of 340,000 active | Potency, µM (highest dose often 114 µM), for inactives: top-dose activity change, negative = inhibition, actives largely listed as inhibitors | P06746 | Pol beta primer extension/strand displacement, fluorescence kinetic; also: potency is read from the fitted curve at half-maximal effect; % is scaled to controls: 0 for no effect and ±100 for the full control effect
#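 Curves were derived by four-parameter Hill fits of normalized qHTS data. The kinetic fluorescent primer-extension read was taken at 0 and 10 min after 50 nM substrate, following a 15 min room-temperature preincubation of 10 nM enzyme with compounds.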
# APEX1 inh: inhibitors of human APE1 endonuclease | P27695 | recombinant APE1, TAMRA/BHQ-2 abasic DNA cleavage fluorescence | Potency, µM (titrated, usually from 65.8 µM), inactives show at the top dose activity change, negative = inhibition, hits mostly inhibitors | 0.35% of 350,000 active | AID 2517;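 also: potency is read from the fitted curve at half-maximal effect; plate controls were vehicle for no effect and reference inhibitor for full effect; nearly all actives have a fitted effect of over 55% in size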
#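 Substrate: short duplex with […] THF abasic site, 5'-TAMRA and 3'-BHQ-2, 50 nM final. APE1 at 0.75 nM, preincubated 15 min RT with compound. Fluorescence increase from first to third read measured activity.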
# GRP78 ERSR act: induces the endoplasmic reticulum stress response in human glioma cells. U87-MG GRP78 promoter luciferase reporter, 16 h. Potency, µM, for the others: top-dose activation, most hits filed as activators. 0.02% of 420,000 active; also: potency is read from the fitted curve at half-maximal effect; series mostly up to about 76 µM; % of control where 0% means no effect; nearly all actives have a fitted effect of over 35% in size
#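 Stably transfected U87-MG human glioma cells carrying a GRP78-based luminescent sensor were seeded at 1000 cells/well, pin-dosed with compounds and incubated 16 h. Luciferase reagent was then added, and end-point luminescence was read after 10 min at room temperature.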
# Pol kappa inh: blocks human DNA polymerase kappa activity. Q9UBT6. purified Pol kappa, fluorescent DNA synthesis assay, 10 min. Potency, µM (top dose mostly 107 µM), for the others: at the top dose activity, negative = inhibition, usual class: inhibitors. 0.53% of 400,000 active. AID 588579; also: potency is read from the fitted curve at half-maximal effect; % is scaled to controls: 0 for no effect and ±100 for the full control effect
# Target sequence (Q9UBT6 whole entry, looked up): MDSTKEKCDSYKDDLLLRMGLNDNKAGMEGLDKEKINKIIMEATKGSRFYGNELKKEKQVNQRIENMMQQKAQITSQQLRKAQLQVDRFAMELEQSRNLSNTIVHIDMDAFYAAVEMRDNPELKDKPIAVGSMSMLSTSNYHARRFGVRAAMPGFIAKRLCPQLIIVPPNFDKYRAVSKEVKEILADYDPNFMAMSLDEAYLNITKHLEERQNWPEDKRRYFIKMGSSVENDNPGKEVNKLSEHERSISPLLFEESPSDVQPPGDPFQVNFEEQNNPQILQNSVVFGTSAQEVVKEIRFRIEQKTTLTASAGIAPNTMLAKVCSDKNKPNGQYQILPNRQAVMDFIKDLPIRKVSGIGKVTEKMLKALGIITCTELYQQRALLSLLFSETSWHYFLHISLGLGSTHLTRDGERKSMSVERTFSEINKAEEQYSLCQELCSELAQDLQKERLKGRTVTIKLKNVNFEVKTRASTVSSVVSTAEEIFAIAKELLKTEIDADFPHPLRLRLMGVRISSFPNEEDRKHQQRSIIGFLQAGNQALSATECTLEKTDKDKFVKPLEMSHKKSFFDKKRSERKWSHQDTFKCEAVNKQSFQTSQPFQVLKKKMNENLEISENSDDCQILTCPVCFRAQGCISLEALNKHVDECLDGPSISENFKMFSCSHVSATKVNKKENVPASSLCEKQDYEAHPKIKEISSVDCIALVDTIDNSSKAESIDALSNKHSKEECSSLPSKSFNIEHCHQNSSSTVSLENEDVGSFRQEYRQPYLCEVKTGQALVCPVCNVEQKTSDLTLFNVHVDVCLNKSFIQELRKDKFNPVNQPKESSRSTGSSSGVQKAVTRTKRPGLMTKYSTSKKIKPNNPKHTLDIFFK
#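 Pol kappa 10 nM + cpd, 15 min RT; start w/ substrate 50 nM final; fluorescence kinetic read, 0 and 10 min. Neg ctrl: buffer, no enzyme.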
# BLM inh: inhibitors of human Bloom syndrome helicase BLM; P54132; recombinant BLM DNA unwinding, fluorescence dequenching; Potency, µM (highest dose often 56.1 µM), for the others: at the highest dose activity change, negative = inhibition, most hits filed as inhibitors; 0.2% of 350,000 active; AID 2528;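 also: potency is read from the fitted curve at half-maximal effect; plate controls were vehicle for no effect and no enzyme for full effect; nearly all actives have a fitted effect of over 35% in size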
# * marks the source's active call; other numbers are inactive results; ? = inconclusive; nt = not tested or not shown; & = joins results of further samples; [ ] = remark or other dose. Unless noted, calls follow the shape of the dose curve; as a rule, active = well fitted curve in the direction sought with a large enough effect; inconclusive = small, poorly fitted or top-dose-only effect, or another doubt; inactive = no such curve, though single readings can be large; an effect the other way counts as inactive or inconclusive. The list is partial; the hit share may differ from the screen's.
SMILES,Anesthetic bind,LDHA inh,POLH inh,POLI inh,POLB inh,APEX1 inh,GRP78 ERSR act,Pol kappa inh,BLM inh
COc1ccc(COC(=O)C2=C(C)NC(=O)NC2c2ccccc2)cc1 (configuration not stated),2%,1,-15%,40%[activator],15%,23%,-8%,1%,-5%
Clc1ccc(CSc2ncn(-c3ccccc3)n2)cc1,-5%,-8,-11%,-7%,7%,4%,-1%,-17%,-14%
CCOC(=O)c1cn(Cc2ccc(Br)cc2)nn1,-13%,-6,-10%,22%,85%,1%,-2%,7%,3%
COc1ccc(NC(=O)CN(C)C(=O)c2ccc(NC3CC3)c([N+](=O)[O-])c2)cc1,nt,-1,-6%,5%,nt,0%,-2%,-19%,nt
COc1ccc(-n2cc(CNCc3cnc4ccccn34)c(-c3cccc(F)c3)n2)cc1,-4%,-4,-15%,60%[activator],32%,10%,0%,-9%,-14%
Cc1ccc(NC(=O)/C(=C\c2cccnc2)NC(=O)c2ccco2)cc1,-4%,-2,8%,10%,78%,8%,-2%,6%,-5%
CC(=O)Nc1ccc(N2C(=O)CC(Sc3nc4ccccc4s3)C2=O)cc1 (configuration not stated),?,1,-20%,24%,-27%,3%,-3%,-1%,1%
CCCCNC(=O)c1nn(C)c2c1CSc1ccccc1-2,-14%,-4,-9%,49%[activator],-2%,nt,-1%,3%,-10%
NC(N)=NNC(=O)c1ccccc1Cl,-5%,-5,-22%,18%,1%,-6%,1%,1%,6%
O=C(c1cc2ccccc2o1)N(Cc1ccco1)Cc1cccs1,nt,-4,?,2%,nt,-5%,-2%,-23%,nt
O=C(NCc1ccncc1)NC1CCCCC1,-3%,-4,-2%,-5%,22%,7%,0%,-9%,-4%
CCC(C)(C(=O)NC1CCCC1)N(C)C(=O)Cc1c[nH]c2ccccc12 (configuration not stated),-8%,-4&-7,-20%,25%,5%,-1%,-3%,0%,0%
COC(=O)CCCCC1SCC(NC(=O)OC)C1NC(=O)OC (configuration not stated),-16%,-4,-8%,7%,2%,16%,4%,-11%,-2%
COc1ccccc1CNC(=O)C1CCN(S(C)(=O)=O)CC1,-7%,0,-9%,19%,1%,4%,0%,-4%,-1%
CN(C)c1ccc(C(=O)n2nnc3ccccc32)cc1,-13%,-4,-7%,?,-1%,-1%,-1%,-1%,-4%
O=C(c1cccc(O)c1)N1CCN(C(=O)C2CC2)CC1,nt,-8,-14%,19%,nt,46%[activator],-1%,-9%,nt
CCc1ccc(-c2nc(CN3CCCC(C(=O)NCCc4ccc(OC)c(OC)c4)C3)c(C)o2)cc1 (configuration not stated),-10%,-1,-12%,1%,2%,-3%,-2%,5%,-2%
N#CC1(NC(=O)COC(=O)CCCN=C2NS(=O)(=O)c3ccccc32)CCCCC1,-7%,-1,-7%,-8%,25%,-9%,-2%,-4%,2%
CCOc1ccc(NC(=O)CNc2ccc(C)cc2Cl)cc1,?,-6,-3%,4%,6%,1%,2%,-25%,-8%
Cc1csc(NC(=O)c2cccc([N+](=O)[O-])c2C(=O)O)n1,-2%,-1,-4%,0%,11%,6%,-2%,-12%,2%

# Quoted from the listing:
# In GRP78 ERSR act, COc1ccccc1CNC(=O)C1CCN(S(C)(=O)=O)CC1 shows 0%
# In Pol kappa inh, CCOc1ccc(NC(=O)CNc2ccc(C)cc2Cl)cc1 shows -25%

# Further results
SMILES,Anesthetic bind,LDHA inh,POLH inh,POLI inh,POLB inh,APEX1 inh,GRP78 ERSR act,Pol kappa inh,BLM inh
COc1ccc(C(=O)NCCc2csc(-c3ccc(Cl)cc3)n2)c(OC)c1,0%,1,-24%,28%,-1%,nt,-4%,-11%[60.1 µM],-12%
CC(NC(=O)C1CCCN(C(=O)N(C)C)C1)c1ccccc1 (configuration not stated),-10%,-3,-17%,37%[activator],2%,-3%,-4%,-7%,-4%
O=C(COc1ccc2ccccc2c1Br)NCc1ccccn1,-8%,-4,-21%,82%[activator],44%,-1%,5%,-5%,-1%
O=C(Cn1cc(/C=N/NC(=O)c2ccccc2Br)c2ccccc21)Nc1ccc(F)cc1,-10%,-2,-11%,27%,87%,-4%,-2%,-8%[60.1 µM],-7%
COc1ccc(C2c3c(n(C)c4ccccc34)C(=O)N2CC(=O)Nc2c(C)cc(C)cc2C)cc1 (configuration not stated),?,3,-8%,5%,0%,nt,1%,-10%,-10%
O=C(CSc1nnnn1-c1ccc(F)cc1)NCc1cccs1,-5%,-5,-19%,147%[activator],38%,4%,2%,3%,0%
CCOC(=O)c1cc(S(=O)(=O)N2CCN(c3cc(Cl)ccc3C)CC2)[nH]n1,?,10,-8%,0%,-2%,nt,1%,-6%[60.1 µM],-8%
COc1ccc(COC(=O)C2=C(C)NC(=O)NC2c2ccc(OC)c(OC)c2)cc1 (configuration not stated),-11%,-10,5%,1%,-25%,-10%,-5%,-7%,-4%
Cc1ccc(C)c(N2C(=O)C3C4C=CC(CC4)C3C2=O)c1 (configuration not stated),?,-15,-16%,47%[activator],-2%,2%,-4%,-5%,2%
Cc1ccc2oc(=O)n(CC(=O)OCCC(C)C)c2c1,-11%,-1,-23%,30%[activator],4%,0%,-4%,-5%,-2%
CCCCNC(=O)C1c2cc(OC)c(OC)cc2C(=O)N(C)C1c1ccc(OC)cc1 (configuration not stated),3%,-12,6%,10%,27%,-4%,-5%,-4%,-3%
CN(C)c1nc(OCC(=O)NC(C)(C)C)nc(N(C)C)n1,-13%,-15,-8%,27%,?,-1%,-3%,-1%,-4%
Cc1cc(C)nc(Sc2nc(C)nc3c2oc2ccccc23)n1,-11%,-6,1%,20%,32%,-2%,-3%,-2%,2%
COc1ccc(C(=O)Nc2nonc2-c2ccc(OC)c(OC)c2)cc1Cl,-15%,-1,-23%,10%,-1%,nt,-3%,-4%,-1%
Cn1c(CNC(=O)c2ccccc2F)nnc1SCC(=O)Nc1nncs1,-4%,-5,-5%,-26%,-7%,-8%,1%,-14%,1%
Cc1cccc(NC(=O)C2CCCN(C(=O)Nc3ccccc3)C2)c1C (configuration not stated),-4%,-5,-11%,-1%,10%,1%,-5%,6%,-1%
COc1cccc(C(=O)N(Cc2ccco2)Cc2cc3cccc(C)c3[nH]c2=O)c1,-19%,-6,-10%,4%,1%,6%,-5%,-3%,-1%
CCOc1ccc(OCC)c(NC(=O)CCc2nc3cccnc3n2-c2ccccc2)c1,-19%,2,-10%,63%[activator],6%,nt,-5%,2%,-5%
COc1ccc(OC)c(C(=O)COC(=O)c2cccnc2SC)c1,nt,2,-25%,67%[activator],nt,9%,1%,-5%,nt
NS(=O)(=O)c1ccc(NC(=S)NCc2cccs2)cc1,-10%,-12,-13%,186%[activator],-1%,-3%,2%,-16%,2%

# Looked up one by one from the list above:
SMILES,Anesthetic bind,LDHA inh,POLH inh,POLI inh,POLB inh,APEX1 inh,GRP78 ERSR act,Pol kappa inh,BLM inh
COc1ccc(C2c3c(n(C)c4ccccc34)C(=O)N2CC(=O)Nc2c(C)cc(C)cc2C)cc1 (configuration not stated),?,3,-8%,5%,0%,nt,1%,-10%,-10%
CN(C)c1nc(OCC(=O)NC(C)(C)C)nc(N(C)C)n1,-13%,-15,-8%,27%,?,-1%,-3%,-1%,-4%

# Other records
SMILES,Anesthetic bind,LDHA inh,POLH inh,POLI inh,POLB inh,APEX1 inh,GRP78 ERSR act,Pol kappa inh,BLM inh
COc1ccc(S(=O)(=O)N2CCN(c3ccc(Cl)c(Cl)c3)CC2)c2ccccc12,-8%,-1,0%,-12%,-12%,nt,-6%,-7%,-6%
O=C1C2C3C=CC(C2C(=O)N1CCO)C1C(=O)N(CCO)C(=O)C31 (configuration not stated),4%,-2,-4%,-14%,9%,22%,-2%,2%,-1%
CC(C)C[C@H]1CNC(=S)N1CC1CCN(CCCC2CCCCC2)CC1,nt,-8,-4%,8%,nt,nt,-1%,-3%,nt
CC(=O)NCC(=O)N(c1ccccc1)C1(C(=O)NC2CCCCC2)CCCCC1,-8%,0,-4%,8%,22%,-6%,-4%,-8%,0%

# Compounds shown so far that contain a Cl atom:
SMILES,Anesthetic bind,LDHA inh,POLH inh,POLI inh,POLB inh,APEX1 inh,GRP78 ERSR act,Pol kappa inh,BLM inh
Clc1ccc(CSc2ncn(-c3ccccc3)n2)cc1,-5%,-8,-11%,-7%,7%,4%,-1%,-17%,-14%
NC(N)=NNC(=O)c1ccccc1Cl,-5%,-5,-22%,18%,1%,-6%,1%,1%,6%
CCOc1ccc(NC(=O)CNc2ccc(C)cc2Cl)cc1,?,-6,-3%,4%,6%,1%,2%,-25%,-8%
COc1ccc(C(=O)NCCc2csc(-c3ccc(Cl)cc3)n2)c(OC)c1,0%,1,-24%,28%,-1%,nt,-4%,-11%[60.1 µM],-12%
CCOC(=O)c1cc(S(=O)(=O)N2CCN(c3cc(Cl)ccc3C)CC2)[nH]n1,?,10,-8%,0%,-2%,nt,1%,-6%[60.1 µM],-8%
COc1ccc(C(=O)Nc2nonc2-c2ccc(OC)c(OC)c2)cc1Cl,-15%,-1,-23%,10%,-1%,nt,-3%,-4%,-1%
COc1ccc(S(=O)(=O)N2CCN(c3ccc(Cl)c(Cl)c3)CC2)c2ccccc12,-8%,-1,0%,-12%,-12%,nt,-6%,-7%,-6%
